Screening results from PubChem BioAssay.
Ba/F3 V617F tox = reduced viability of JAK2V617F-dependent Ba/F3 cells, primary screen, JAK2V617F inhibitor project, cell-based, Ba/F3 EpoR-JAK2V617F, luminescence | ATP luminescence | inhibition, % at 5.6 µM | hit rate 1.1% among 220,000 | AID 1446, 2008;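 active means inhibition above the campaign mean plus 3 SD over all tested compounds, cut at about 24% in these data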;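 further: cytokine-independent growth of Ba/F3 cells driven by EpoR plus mutant JAK2; 0% = DMSO-treated cells and 100% = JAK inhibitor I control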
RBBP9 inhibitor = human RBBP9 inhibitors, primary screen, biochemical, fluorescence polarization, FP-Rh probe, HTS; hit rate 0.2% among 220,000; inhibition, % at 7.94 µM; recombinant RBBP9; Serine hydrolase RBBP9 (Homo sapiens), O75884;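 active means inhibition above the campaign mean of all tested compounds plus 3 SD, cut at about 14% in these data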;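 further: plate controls were DMSO wells with RBBP9 for no effect and wells lacking RBBP9 protein for full effect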
Target sequence (O75884 whole entry, looked up): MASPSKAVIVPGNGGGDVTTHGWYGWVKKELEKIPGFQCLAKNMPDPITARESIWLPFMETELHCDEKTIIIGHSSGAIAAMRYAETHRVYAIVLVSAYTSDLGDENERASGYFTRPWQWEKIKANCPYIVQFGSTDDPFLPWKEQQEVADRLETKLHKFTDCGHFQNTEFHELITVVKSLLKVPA
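System: RBBP9 protein / Quantity: 2.5 µM RBBP9 dispensing solution, before mixing / Also added: Serine-hydrolase probe FP-Rh, 375 nM pre-mixing / Dosing: 7.94 µM single dose, 0.794% DMSO / Timing: enzyme-compound preincubation 30 min, then probe labeling 45 min, 25 °C / Signal: FP readout at 525/598 nm / Controls: DMSO-treated enzyme wells and wells lacking RBBP9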
p97 ATPase inh = inhibitors of human p97 ATPase, primary screen, biochemical | Transitional endoplasmic reticulum ATPase (Homo sapiens), P55072 | recombinant p97 ATPase, Kinase-Glo ATP luminescence, 3 h | inhibition, % at 8 µM | hit rate 0.42% among 220,000 | AID 1481, 2009; in the data active means inhibition above about 15%;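 further: 0% = DMSO vehicle and 100% = wells lacking enzyme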
Target sequence (P55072 whole entry, looked up): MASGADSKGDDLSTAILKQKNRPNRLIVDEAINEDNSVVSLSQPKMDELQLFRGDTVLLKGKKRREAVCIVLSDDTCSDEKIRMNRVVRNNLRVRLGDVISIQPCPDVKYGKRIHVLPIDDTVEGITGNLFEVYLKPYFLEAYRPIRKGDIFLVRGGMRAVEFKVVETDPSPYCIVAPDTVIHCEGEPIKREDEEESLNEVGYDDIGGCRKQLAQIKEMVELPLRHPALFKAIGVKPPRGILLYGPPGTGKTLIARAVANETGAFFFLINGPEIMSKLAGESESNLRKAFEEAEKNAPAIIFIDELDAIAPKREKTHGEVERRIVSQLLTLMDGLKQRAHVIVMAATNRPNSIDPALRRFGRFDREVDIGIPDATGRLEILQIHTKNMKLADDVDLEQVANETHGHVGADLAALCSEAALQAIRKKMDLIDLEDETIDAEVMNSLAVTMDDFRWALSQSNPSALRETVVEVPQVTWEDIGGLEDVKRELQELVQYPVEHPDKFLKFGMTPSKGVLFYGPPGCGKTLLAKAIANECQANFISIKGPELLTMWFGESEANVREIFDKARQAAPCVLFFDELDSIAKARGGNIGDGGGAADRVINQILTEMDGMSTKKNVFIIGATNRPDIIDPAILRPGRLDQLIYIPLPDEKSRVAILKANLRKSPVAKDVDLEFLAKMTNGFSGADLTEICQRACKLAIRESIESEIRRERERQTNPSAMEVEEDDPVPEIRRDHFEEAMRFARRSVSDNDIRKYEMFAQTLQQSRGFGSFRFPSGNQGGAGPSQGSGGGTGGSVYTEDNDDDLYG
PPC-1+TRAIL kill = compounds killing PPC-1 cancer cells with TRAIL present, primary screen, TRAIL potentiator project, ATPLite luminescence, uHTS; PPC-1 cells + TRAIL, ATPLite viability luminescence; cell killing (% activity), % at 4 µM; hit rate 0.41% among 220,000;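 active means cell killing above 50% in the first pass at 4 µM, then a duplicate retest at 5 µM averaging 50% or more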;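 further: plate controls were cells with TRAIL plus DMSO for no effect and medium-only wells lacking cells for full effect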
BaF3 parental = parental Ba/F3 cell viability inhibition, counter-screen for JAK2V617F inhibitor project, murine pro-B, CellTiter-Glo luminescence; CellTiter-Glo ATP luminescence; inhibition, % at 5.6 µM; hit rate 1.1% among 220,000;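 active means inhibition above a per-campaign cutoff, the mean inhibition of all tested compounds plus 3 SD, cut at about 27% in these data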;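 further: 0% = DMSO wells and 100% = JAK Inhibitor I control wells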
Furin inh = human furin inhibitors, primary screen, biochemical, fluorescence intensity; P09958; purified furin, fluorogenic substrate cleavage; inhibition, % at 30 µM; hit rate 0.061% among 220,000; in the data active means inhibition above about 25%; further: inactives centre near -15
EP2 antag = human EP2 receptor antagonists, primary screen, TR-FRET cAMP, C6 glioma cells; Prostaglandin E2 receptor EP2 subtype (Homo sapiens), P43116; C6 glioma cells expressing human EP2; cells stimulated with saturating PGE2; inhibition, % at 25 µM; hit rate 0.52% among 260,000;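 active means percent inhibition above 40 after rounding to a whole number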;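 further: rat C6 glioma host cells with rolipram phosphodiesterase inhibitor present; the protocol text gives 20 µM as final concentration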
Tb hexokinase = Trypanosoma brucei hexokinase 1 inhibitors, primary screen, biochemical, G6PDH-coupled NADH absorbance, MLSCN library; hexokinase 1 [Trypanosoma brucei]; recombinant TbHK1, G6PDH-coupled NADH A340; inhibition, % at 10 µM; hit rate 0.11% among 220,000; AID 1430, 2008;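 active means inhibition of 50% or more in the single-dose primary screen; inactive means inhibition below 50%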
NCF1 inh = p47phox/p22phox peptide binding inhibitors, primary screen, biochemical, uHTS, NADPH oxidase regulatory subunit. Neutrophil cytosol factor 1 (Homo sapiens), P14598. fluorescence polarization, 2 h. inhibition, % at 24.7 µM. hit rate 0.53% among 220,000. AID 1274, 2008;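 active means inhibition above about 30%, limit read from the data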;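 further: 0% = p47phox with labelled peptide and 100% = labelled peptide alone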
* marks the source's active call; other numbers are inactive results; . = not tested or not shown; [ ] = another dose, or the depositor's remark. This is a subset. The share of hits here may be higher or lower than overall.

SMILES	Ba/F3 V617F tox	RBBP9 inhibitor	p97 ATPase inh	PPC-1+TRAIL kill	BaF3 parental	Furin inh	EP2 antag	Tb hexokinase	NCF1 inh
CC(=O)Nc1ccc(S(=O)(=O)N(C)CC(=O)OCC(=O)N2CCc3ccccc32)cc1	-3	2	0	18	2	-14[20 µM]	.	-5	3
Cc1ccc(NC(=O)Nc2cc(Cl)ccc2C2COC(=O)C2=N)cc1 (stereo not given)	6	-10	-7	27	-3	-9	4	3	1
C/C(=N\NC(=O)CCn1nnc2ccccc21)c1ccco1	10	-2	0	4	-12	-11	14	6	2
C=CCNC(=S)NNC(=O)c1ccc(Br)cc1	0	-1	4	7	0	-10	6	2	-6
Cc1cccc(Nc2nc(N)c(C#N)c(CC#N)c2C#N)c1	4	-12	-6	12	4	-4	7	-18	6
COc1ccc(-c2nnc(SCC(=O)Nc3ccccc3)n2C)cc1	-1	-7	-1	9	2	-1	8	48	-1
Cc1c(Cc2ccccc2)c(NCCN(C)C)n2c(nc3ccccc32)c1C#N	-3	-9	4	12	1	-12	11	-5	-9
CCn1cc(C(=O)Nc2ccc(NC(=O)c3ccco3)cc2)c(=O)c2ccc(C)nc21	-2	-3	4	3	7	-28	10	-18	1
COc1cc(C2=NOC(C(=O)NC3CCCCC3)C2)cc(OC)c1OC (stereo not given)	2	0	-4	1	2	-25	6	-6	2
CCc1nn(CC(=O)Nc2ccc(Br)c(C)c2)c(=N)s1	2	-4	1	2	11	-24	3	0	-7
CCCCC(=O)NC(=S)Nc1ccc(NC(=O)C(C)C)c(OC)c1	-3	-3	1	3	3	-13	6	-2	-4
Cc1ccc(C)c(OCC(=O)O/N=C(\N)c2cccc([N+](=O)[O-])c2)c1	4	-9	-11	10	6	4	3	0	-7
Cc1ccc(Cn2cc(/C=N/Nc3ccc([N+](=O)[O-])cn3)c3ccccc32)cc1	0	-7	0	9	3	-13	10	-13	-38
CCC(CC)NCC(O)COc1ccc(Br)cc1 (stereo not given)	3	-2	0	7	2	-6	3	13	0
CCN1C(=O)c2cccc3c(S(=O)(=O)Nc4ccccc4OC)ccc1c23	-3	-5	1	9	7	-1	.	29	-1
Cc1ccccc1NC(=O)CS(=O)(=O)c1cn(CC(=O)N2CCOCC2)c2ccccc12	7	0	0	18	9	-13	12	-6	0
NNC(=O)c1csc(-c2ccccc2)n1	-1	-3	-8	7	0	-3	15	-9	-16
Cc1ccc(C)c(N(CC(=O)NC2CCCC2)C(=O)CCCC(=O)Nc2ccccn2)c1	-1	-8	1	7	7	-17	7	3	-6
Nc1nnc(CSCc2cccc(Br)c2)s1	2	3	-1	-16	6	-6	8	10	-6
CN(C)Cc1nc2ccccc2c(=O)n1Cc1nc(C(C)(C)C)cs1	9	-5	-5	-21	8	-4	12	6	-4
CNc1cnn(-c2ccccc2)c(=O)c1Cl	-1	-3	4	-13	3	-12[20 µM]	7	-3	2
COC(=O)c1ccccc1NC(=O)CSc1nnc(C(CO)NC(=O)c2ccccc2Cl)n1C (stereo not given)	1	-4	-7	3	2	-15[20 µM]	9	-4	-16
COC(=O)Sc1nnc(-c2ccc(Br)cc2)o1	-1	-8	2	3	1	-27	45*	-12	-18
O=P(Cc1ccccc1O)(c1ccccc1)c1ccccc1	-1	-2	2	-9	4	-10	6	4	-13
CCOC(=O)c1c(NC(NC(C)=O)C(Cl)(Cl)Cl)sc(C(C)=O)c1C (stereo not given)	-5	2	1	25	-1	-8[20 µM]	7	-22	4

An excerpt from above, limited to BaF3 parental.
compound | BaF3 parental
CCn1cc(C(=O)Nc2ccc(NC(=O)c3ccco3)cc2)c(=O)c2ccc(C)nc21 | 7
Cc1c(Cc2ccccc2)c(NCCN(C)C)n2c(nc3ccccc32)c1C#N | 1

More compounds follow:
SMILES	Ba/F3 V617F tox	RBBP9 inhibitor	p97 ATPase inh	PPC-1+TRAIL kill	BaF3 parental	Furin inh	EP2 antag	Tb hexokinase	NCF1 inh
COc1ccc([N+](=O)[O-])cc1N(CC(O)CN(CC(C)C)CC(C)C)S(=O)(=O)c1ccccc1 (stereo not given)	4	1	-6	14	7	-21[20 µM]	10	2	-21
O=C(N/N=C/C=C/c1ccco1)c1ccncc1	-3	-4	8	4	-3	1	2	-105	-2
NC(=O)CC(NC(=O)Cc1ccc(Br)cc1)c1ccc(NCCOc2ccccc2)c([N+](=O)[O-])c1 (stereo not given)	.	.	.	21	.	-26	21	11	3
Cc1cc(/C=C2/NC(=O)NC2=O)c(C)n1-c1ccc(N2CCOCC2)cc1	2	1	1	34	3	-17	14	-14	-10
CC(/C=C/c1ccccc1)=N\NC(=S)NC(C)C	7	-4	-4	6	10	1	16	-34	-2
O=C(O)CCCCCN1C(=O)C(O)=C(C(=O)/C=C/c2ccccc2)C1c1cccc([N+](=O)[O-])c1 (stereo not given)	1	-6	1	19	6	-13	5	-13	-7
CC1Cc2nc(SCC(=O)N3CCCC3)n(C)c(=O)c2S1 (stereo not given)	-1	-5	4	10	4	-18	8	-11	-8
O=S(=O)(c1ccc(Cl)nc1)N1CCCc2ccccc21	0	-6	1	-9	8	-22	7	-5	-3
Cc1ccc(C(=O)NC2CCN(C(=O)NC3CCCCC3)CC2)cc1	4	-3	-4	6	5	-2[20 µM]	6	0	7
c1ccc(Cn2cnc3ccccc32)cc1	0	13	2	-19	4	-11[20 µM]	3	0	-5
Cc1cc(S(=O)(=O)Nc2ccc3ccccc3c2)c(C)s1	-2	-10	0	-28	5	-11[20 µM]	2	3	-10
CCOc1ccc2nc(Cl)c(CN(C(C)=O)C3CCCCC3)cc2c1	1	-4	-6	.	11	-10	3	-2	-2
O=C(NCc1cccnc1)c1ccc(CN2CCc3ccccc3C2)cc1	1	3	6	5	6	2[20 µM]	.	-2	-15
COc1ccc(CCN2CC(C(=O)O)CC2=O)cc1OC (stereo not given)	-2	-5	2	4	1	-9[20 µM]	15	1	-13
Cc1cc(/C(N)=N/OC(=O)Nc2ccccc2)no1	-3	-2	2	-6	-2	-8	11	-7	1
CC(Oc1ccc(Cl)cc1Cl)C(=O)Nc1cccc(O)c1 (stereo not given)	-6	0	6	12	-2	-19	7	0	-20
CC(C)(C)c1nc(N2CCN(C(=O)c3ccco3)CC2)c2nnn(Cc3ccccc3)c2n1	-2	-1	-7	28	1	-5[20 µM]	6	6	-22
CCCCCCN(C(=O)CCCCCN1C(=O)NC(c2ccc(-c3ccccc3)cc2)C(C(=O)OCc2ccccc2)=C1C)C(C(=O)NCCCC)c1ccc(OCC(=O)OC)cc1 (stereo not given)	-1	-9	5	8	3	-14	.	15	-9
Cc1ccc(NC(=O)CN(C)C(=O)COc2cc(F)ccc2[N+](=O)[O-])cc1	-1	7	4	-4	6	-16	7	1	1
O=C(NNC(=S)NC1CCCCC1)c1sc2ccccc2c1Cl	-5	-3	-1	-1	-1	-21	0	6	1
COc1ccc2c(c1)-c1nc(/N=C/c3cccc(OC)c3O)sc1CC2	-2	-6	9	45	-2	-11	9	24	2
O=S1(=O)NC(=NCC(c2ccco2)N2CCCCC2)c2ccccc21 (stereo not given)	-3	-6	-2	19	-3	-15	4	-6	-15
CC(C)(C)c1ccc(CS(=O)(=O)CC2(O)CCN(C(=O)c3cccc(C(F)(F)F)c3)CC2)cc1	-2	-12	5	-2	0	-21[20 µM]	6	-2	-1
CCCCCCCNC1=CC(=O)CC(c2ccco2)C1 (stereo not given)	29*	-6	-7	28	38*	-19[20 µM]	11	2	-10
O=C(NCc1ccco1)c1ccc(F)c(S(=O)(=O)N2CCCCC2)c1	7	-13	0	22	10	-18	3	7	-3
The list continues.
SMILES	Ba/F3 V617F tox	RBBP9 inhibitor	p97 ATPase inh	PPC-1+TRAIL kill	BaF3 parental	Furin inh	EP2 antag	Tb hexokinase	NCF1 inh
CC1=C(C(=O)OC2CCCCC2)C(c2ccco2)n2ncnc2N1 (stereo not given)	.	.	.	20	.	-8	3	-3	-44
O=[N+]([O-])c1ccc(C2NS(=O)(=O)N=C3CCCCCN32)cc1 (stereo not given)	2	-1	-3	-4	-2	-7	9	6	-5
O=C(COC(=O)Cc1c(Cl)cccc1Cl)NCCC1=CCCCC1	-3	-8	-1	22	3	-9	5	3	-7
CCCCCN(C(=O)NC(=O)Nc1ccc(C)cc1)S(=O)(=O)c1ccccc1	0	-7	2	-11	6	-14	1	0	-9
Cc1ccc2nc(NC(=O)COC(=O)CSc3nc(C)cc(C)n3)sc2c1	-2	-4	1	22	3	-11[20 µM]	8	1	-10
O=C(Nc1ccc(F)cc1)c1ccccc1CC[N+](=O)[O-]	-2	0	2	10	7	-10[20 µM]	13	1	2
COc1ccc(NS(=O)(=O)c2ccc3oc(SCc4ccc(F)cc4)nc3c2)cc1	2	-23	-3	8	9	-19	6	16	-29

Filtered by structure, those above with a Cl atom
SMILES	Ba/F3 V617F tox	RBBP9 inhibitor	p97 ATPase inh	PPC-1+TRAIL kill	BaF3 parental	Furin inh	EP2 antag	Tb hexokinase	NCF1 inh
Cc1ccc(NC(=O)Nc2cc(Cl)ccc2C2COC(=O)C2=N)cc1 (stereo not given)	6	-10	-7	27	-3	-9	4	3	1
CNc1cnn(-c2ccccc2)c(=O)c1Cl	-1	-3	4	-13	3	-12[20 µM]	7	-3	2
COC(=O)c1ccccc1NC(=O)CSc1nnc(C(CO)NC(=O)c2ccccc2Cl)n1C (stereo not given)	1	-4	-7	3	2	-15[20 µM]	9	-4	-16
CCOC(=O)c1c(NC(NC(C)=O)C(Cl)(Cl)Cl)sc(C(C)=O)c1C (stereo not given)	-5	2	1	25	-1	-8[20 µM]	7	-22	4
O=S(=O)(c1ccc(Cl)nc1)N1CCCc2ccccc21	0	-6	1	-9	8	-22	7	-5	-3
CCOc1ccc2nc(Cl)c(CN(C(C)=O)C3CCCCC3)cc2c1	1	-4	-6	.	11	-10	3	-2	-2
CC(Oc1ccc(Cl)cc1Cl)C(=O)Nc1cccc(O)c1 (stereo not given)	-6	0	6	12	-2	-19	7	0	-20
O=C(NNC(=S)NC1CCCCC1)c1sc2ccccc2c1Cl	-5	-3	-1	-1	-1	-21	0	6	1
O=C(COC(=O)Cc1c(Cl)cccc1Cl)NCCC1=CCCCC1	-3	-8	-1	22	3	-9	5	3	-7
